Screening results as filed in PubChem BioAssay.
PPARg SRC3 recr: agonists of human PPARgamma SRC-3 coactivator recruitment | biochemical PPARgamma/SRC-3 coactivator recruitment assay | activation, % at 8 µM | 200,000 tested, 0.26% active; in the data active means activation above about 23%;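 further: 0% = DMSO and 100% = reference agonist; some compounds past the cut are filed as inactive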
Target sequence (P37231 whole entry, looked up): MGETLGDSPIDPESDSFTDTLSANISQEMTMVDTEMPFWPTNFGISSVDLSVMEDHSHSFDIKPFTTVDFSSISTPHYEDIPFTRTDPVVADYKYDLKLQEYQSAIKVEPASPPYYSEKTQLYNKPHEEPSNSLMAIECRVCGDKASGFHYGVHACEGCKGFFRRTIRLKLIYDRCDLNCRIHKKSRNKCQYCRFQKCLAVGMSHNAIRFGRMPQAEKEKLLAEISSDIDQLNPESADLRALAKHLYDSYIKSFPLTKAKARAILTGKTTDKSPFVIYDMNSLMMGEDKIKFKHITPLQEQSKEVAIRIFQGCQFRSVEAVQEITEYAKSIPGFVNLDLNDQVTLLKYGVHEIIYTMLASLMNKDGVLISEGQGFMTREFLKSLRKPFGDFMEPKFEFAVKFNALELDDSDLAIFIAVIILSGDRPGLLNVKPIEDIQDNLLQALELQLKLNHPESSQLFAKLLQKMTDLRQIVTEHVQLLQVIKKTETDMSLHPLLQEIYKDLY
PPARg SRC-1 ag: agonists of human PPARgamma SRC-1 coactivator recruitment. 200,000 tested, 0.41% active. activation, % at 8 µM. PPARgamma-SRC-1 coactivator recruitment biochemical assay. AID 631; in the data active means activation above about 19%;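 further: 0% = DMSO and 100% = reference agonist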
TNAP act hi DEA: increases human TNAP activity under high phosphate acceptor concentration; P05186; purified TNAP, CDP-star luminescence, 1 M DEA, 30 min; hits give high values; 0 = EDTA background, 1 = DMSO-only activity; activation factor at 20 µM; 200,000 tested, under 10 active;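 active means activation factor at least 2 at 20 µM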
Target sequence (P05186 whole entry, looked up): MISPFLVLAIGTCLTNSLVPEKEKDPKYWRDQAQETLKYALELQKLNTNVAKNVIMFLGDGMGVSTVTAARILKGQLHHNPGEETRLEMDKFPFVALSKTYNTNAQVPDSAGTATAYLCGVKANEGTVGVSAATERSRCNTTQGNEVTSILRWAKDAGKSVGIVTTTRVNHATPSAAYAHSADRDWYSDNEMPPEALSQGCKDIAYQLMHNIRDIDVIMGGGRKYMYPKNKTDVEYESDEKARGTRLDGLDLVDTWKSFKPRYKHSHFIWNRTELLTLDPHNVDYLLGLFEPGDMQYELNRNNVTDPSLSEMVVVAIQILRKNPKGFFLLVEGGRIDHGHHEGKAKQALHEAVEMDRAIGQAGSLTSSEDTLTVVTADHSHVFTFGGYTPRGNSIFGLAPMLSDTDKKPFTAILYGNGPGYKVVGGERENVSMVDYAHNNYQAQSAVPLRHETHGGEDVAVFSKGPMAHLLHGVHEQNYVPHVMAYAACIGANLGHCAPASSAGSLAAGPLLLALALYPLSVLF
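system = human TNAP | amount = enzyme diluted 1/800 final | reagent = 100 µM CDP-star substrate | signal = luminescent substrate turnover signal | dosing = one dose, 20 µM | benchmarks = EDTA negative control, DMSO positive control | measure = activation factor | timing = 30 min reaction, room temperature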
TNAP inh hiacc: blocks human TNAP under high phosphate acceptor concentration. 200,000 tested, 0.03% active. inhibition, % at 20 µM. P05186. purified TNAP, CDP-star luminescence, 1 M DEA;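 active means over 50% inhibition of tissue-nonspecific alkaline phosphatase at 20 µM in the single-dose screen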;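 further: plate controls were DMSO wells for no effect and EDTA-quenched wells as full inhibition for full effect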
TNAP inh no acc: blocks human TNAP activity with no phosphate acceptor present; purified TNAP, CDP-star luminescence, 30 min; inhibition, % at 20 µM; 200,000 tested, 0.26% active; AID 1012;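 active means tissue-nonspecific alkaline phosphatase inhibition above about 50% at 20 µM in the single-dose screen, limit read from the data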;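 further: 0% = DMSO negative control and 100% = EDTA positive control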
bIAP inh: blocks bovine intestinal alkaline phosphatase activity. inhibition, % at 20 µM. 190,000 tested, under 10 active. purified bovine IAP, CDP-star luminescence, 30 min;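 active means over 50% inhibition of intestinal alkaline phosphatase at 20 µM in the single-dose screen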
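System: purified bovine intestinal alkaline phosphatase (IAP) enzyme; Input: IAP diluted 1/65,000,000 in the well; Measured by: CDP-star luminescence signal; Compound dosing: 20 µM single dose; Incubation: 30 min reaction at room temperature.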
PPARg SRC-2 ag: PPARgamma-driven SRC-2 recruitment agonism | activation, % at 8 µM | P37231 | 200,000 tested, 0.34% active | PPARgamma LBD-SRC-2 recruitment, biochemical; in the data active means activation above about 22%;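 further: 0% = vehicle and 100% = reference agonist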
Efa HMGR inh: blocks class II HMG-CoA reductase of Enterococcus faecalis; 190,000 tested, 0.41% active; AID 1066; purified E. faecalis HMGR, NADPH absorbance 340 nm kinetic; inhibition, % at 10 µM;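 active means inhibition above a set limit, the median over all tested compounds plus 3 SD, cut at about 9.5% in these data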;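 further: enzyme runs in reverse so mevalonate oxidation gives rising NADPH absorbance; 0% = complete reaction with DMSO and 100% = background rate lacking mevalonate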
bIAP activator: intestinal alkaline phosphatase (bovine) activation; purified bovine IAP, CDP-star luminescence, 30 min; hits give high values; fold of DMSO-control signal, blank-subtracted; activation factor at 20 µM; 200,000 tested, 0.17% active; AID 1016;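 active means activation factor of 2 or more at 20 µM, a signal rise over negative controls twice the positive control's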
TR-FRET SRC-2 ct: flags TR-FRET format artefacts in PPARgamma SRC-2 recruitment agonist screen; TR-FRET artefact counter-screen; hits give high values; TR-FRET ratio at 8 µM; 200,000 tested, 0.4% active; in the data active means TR-FRET ratio above about 2000; further: inactives centre near 1500
An asterisk follows results filed as active; x = no result given. The order is random; overall some 1.6% were active at least once.

SMILES | PPARg SRC3 recr | PPARg SRC-1 ag | TNAP act hi DEA | TNAP inh hiacc | TNAP inh no acc | bIAP inh | PPARg SRC-2 ag | Efa HMGR inh | bIAP activator | TR-FRET SRC-2 ct
CCOC(=O)c1c(N)sc(C(=O)N2CCCCCC2)c1C | 10 | -6 | 1.1 | -7 | -14 | 3 | -3 | -1 | 1 | 1695
Cc1ccnc(N2C(=O)c3ccccc3C2Nc2cccc(C)c2C)c1 (centres undefined) | 8 | 2 | 1 | 0 | -5 | 10 | 0 | -4 | 0.9 | 1585
CN=C(Nc1ccccc1)SC1CC(=O)N(c2cccc(OC)c2)C1=O (centres undefined) | 2 | 3 | 1 | -1 | -10 | -5 | 7 | -1 | 1 | 1479
O=C(O)Cn1cc(/C=C2/SC(=O)N(CC(=O)N3CCCCCC3)C2=O)c2ccccc21 | -2 | 6 | 1 | 1 | -9 | -11 | 4 | -4 | 1.1 | 1666
c1ccc(-n2nnnc2-c2cnc(-c3cccnc3)nc2-c2cccs2)cc1 | 2 | 0 | 1 | 2 | -2 | 15 | 2 | -4 | 0.8 | 1536
Cc1ccc(-c2nc(CN3CCCCC3)cc(CN3CCCCC3)c2O)cc1 | 3 | 5 | 1 | 1 | -1 | -10 | 6 | -1 | 1.1 | 1534
CN(Cc1nc(-c2ccccn2)no1)S(=O)(=O)c1ccc(Br)cc1 | -9 | 5 | 1 | 2 | -8 | 4 | 0 | 2 | 1 | 1291
CCCCNC(=S)N/N=C/c1ccccc1F | 5 | -1 | 1 | 0 | -9 | 21 | 9 | 3 | 0.8 | 1601
CCNc1nc(OCCNC(C)=O)nc(N(C)C)n1 | 3 | 5 | 1 | -2 | -8 | -6 | 6 | -2 | 1.1 | 1631
Cn1c(SC2C(=O)CC(C)(C)CC2=O)nnc1-c1ccco1 | -2 | 0 | 1 | -2 | -7 | 10 | 3 | -6 | 0.9 | 1645
CC(=NCCCn1ccnc1)c1c(-c2ccccc2)[nH]n(-c2nc3ccccc3s2)c1=O | -7 | -4 | 1.1 | -6 | -10 | -5 | 3 | 4 | 1.1 | 1400
Cc1cc(C)nc(NS(=O)(=O)c2ccc(NC(=O)c3ccc(S(=O)(=O)N4CCOCC4)cc3)cc2)n1 | 3 | -6 | 1 | -4 | -9 | 6 | 1 | -7 | 0.9 | 1382
CC1=C(C#N)C(/C=N/OCc2ccc(F)cc2Cl)CC(=O)N1 (centres undefined) | 5 | 11 | 1 | -2 | -7 | -14 | 9 | -2 | 1.1 | 1634
COc1ccccc1NC(=O)CSCc1ccc([N+](=O)[O-])cc1 | 1 | -1 | 1.1 | -7 | -6 | 18 | 0 | 4 | 0.8 | 1574
CCCCC#Cc1ccccc1CC(=O)Nc1ccccc1 | -2 | 2 | 1 | 2 | -5 | 3 | 4 | -4 | 1 | 1474
COc1cc(/C(C)=N/NC(=O)C(O)(c2ccccc2)c2ccccc2)ccc1O | -1 | 4 | 1 | -1 | -5 | -8 | -8 | -1 | 1.1 | 1523
O=C(NCc1ccc2c(c1)OCO2)C1CCCN1C(=O)Nc1cccc(F)c1 (centres undefined) | 5 | 3 | 1 | -3 | -7 | 9 | 4 | -2 | 0.9 | 1671
C=CCNS(=O)(=O)c1nc(C)c(Cl)c(C)c1C#N | -4 | -1 | 1 | -2 | -6 | 11 | 0 | -2 | 0.9 | 1546
Cc1ccc2ncnc(Nc3cccc(C(=O)O)c3)c2c1 | 2 | 1 | 1 | 0 | -11 | -11 | 2 | 0 | 1.1 | 1439
Cc1ccccc1CNC(=O)Cc1ccccc1[N+](=O)[O-] | 3 | 5 | 1 | -2 | -18 | 5 | -1 | 4 | 1 | 1599
Cc1cc(Nc2ccc(F)cc2Cl)n2ncnc2n1 | 1 | 2 | 1 | -2 | -10 | -24 | 6 | 1 | 1.2 | 1773
C=CCn1c(SCC(=O)NCc2ccc3c(c2)OCO3)nnc1-c1cccnc1 | 2 | -4 | 1 | -3 | -11 | -17 | 3 | -3 | 1.2 | 1499
O=C(NC1CCN(Cc2ccccc2)CC1)c1ccc(S(=O)(=O)NCc2ccco2)cc1 | 2 | 0 | 1 | 4 | -4 | -10 | 0 | -6 | 1.1 | 1817
Cc1ccc(CN2CCN(C/C(Cl)=C/c3ccccc3)CC2CCO)o1 (centres undefined) | 1 | 4 | 1.1 | -5 | -11 | -4 | -2 | 2 | 1 | 1530
O=C(c1nnc(-c2ccc(Cl)cc2)o1)C1CCCC1 | 5 | 12 | 1.1 | -6 | -8 | 5 | 5 | -7 | 0.9 | 1716

(more compounds)
SMILES | PPARg SRC3 recr | PPARg SRC-1 ag | TNAP act hi DEA | TNAP inh hiacc | TNAP inh no acc | bIAP inh | PPARg SRC-2 ag | Efa HMGR inh | bIAP activator | TR-FRET SRC-2 ct
C/C(=N\NC(=O)c1ccc([N+](=O)[O-])cc1)c1cccc([N+](=O)[O-])c1 | 3 | 4 | 1 | -1 | -6 | 4 | 3 | -5 | 1 | 1486
Cc1onc(-c2ccccc2Cl)c1C(=O)N1CCN(Cc2ccc3c(c2)OCO3)CC1 | 1 | 1 | 1.1 | -8 | -7 | -8 | 4 | -5 | 1.1 | 1797
CCCn1c(=O)c(C(=O)NCc2ccco2)c(O)c2ccccc21 | -3 | 2 | 1 | 2 | -4 | 8 | 6 | -4 | 0.9 | 1434
COc1ccc(N2CCN(C(=O)CCN3C(=S)NC(C)(C)CC3C)CC2)cc1 (centres undefined) | 7 | 8 | 1 | -1 | 3 | 23 | 9 | 0 | 0.8 | 1493
CCCCNc1c(C(=O)OCC)c(=O)[nH]c2ccccc12 | 0 | 5 | 1.1 | -6 | -8 | 11 | 6 | -6 | 0.9 | 1609
CC(C)C(NC(=O)c1ccc(F)cc1)C(=O)Nc1cccnc1 (centres undefined) | 0 | 5 | 1 | -2 | -10 | -7 | 7 | -3 | 1.1 | 1642
CCOc1cc(CNCCO)cc(Br)c1OCc1ccccc1 | 3 | 2 | 1 | -3 | -9 | -9 | 5 | -3 | 1.1 | 1653
Cc1cccc(CSc2nnc(-c3ccco3)n2C)c1 | 17 | -2 | 1 | -2 | -9 | 18 | 1 | -1 | 0.8 | 1542
CN(Cc1ccccc1)C(=O)CCC(=O)N(C)Cc1ccccc1 | 4 | 3 | 1.1 | -7 | -10 | 7 | 1 | 2 | 0.9 | 1531
COc1ccc(N2CCN(c3oc(Cc4cccc5ccccc45)nc3C#N)CC2)cc1 | -3 | 2 | 1 | -1 | -4 | 6 | -3 | 5 | 0.9 | 1648
CCc1cccc(C)c1NC(=S)N(CCN(C)C)C(C)c1cccnc1 (centres undefined) | -5 | -2 | 1 | -2 | -4 | 11 | 0 | 7 | 0.9 | 1490
CCOC(=O)N1CCN(c2cc(=O)n(-c3ccccc3C)c(=O)[nH]2)CC1 | -5 | 2 | 1 | -1 | -1 | -12 | 3 | -3 | 1.1 | 1727
CCCN1C=CC(=C2C(=O)c3ccccc3C2=O)C=C1 | 6 | 3 | 1 | -3 | -6 | 11 | 4 | -3 | 0.9 | 1541
C=CCNC(=O)NC(=O)COC(=O)CCCSc1nc2ccccc2[nH]1 | 0 | -4 | 1 | -4 | 0 | 14 | -10 | -3 | 0.9 | 1388
CCCn1c(SCC(=O)Nc2ccc(C(=O)Nc3ccccc3OC)cc2)n[nH]c1=O | -3 | 7 | 1 | -4 | 7 | 0 | 3 | 1 | 1 | 1493
Cc1ccc(C(=O)NC(=C(Cl)Cl)S(=O)(=O)c2ccc(Cl)cc2)cc1 | 4 | 11 | 1 | -3 | -4 | -3 | 3 | 2 | 1 | 1527
COc1cc(C(=O)Nc2nnc(C(C)(C)C)s2)c([N+](=O)[O-])cc1OC | -1 | -5 | 1 | 0 | -8 | -1 | -2 | 4 | 1 | 1546
Nc1ccc(NC(=O)NC2CCCCC2)cc1 | -2 | 7 | 1 | 3 | -5 | -1 | 6 | -7 | 1 | 1430
COc1ccc(-c2nnc(SCC(=O)Nc3cc(C)on3)o2)cc1 | 2 | 3 | 1 | -3 | -1 | -17 | 10 | -6 | 1.2 | 1779
COc1ccc(C(NC(=O)/C=C/c2ccco2)c2ccc(OC)c(OC)c2)cc1 (centres undefined) | 1 | 6 | 1 | -3 | -5 | -6 | 11 | 0 | 1.1 | 1446
O=C(CN(C(=O)Cn1nnc(-c2ccccc2F)n1)c1cccc2c1CCCC2)NCc1ccccc1 | 10 | 6 | 1.2 | -19 | -64 | -121 | 3 | 1 | 2.2* | 1635
Cc1c(C(=O)NCCCn2ccnc2)oc2ccccc12 | 1 | 8 | 1 | -4 | 0 | 1 | -4 | -3 | 1 | 1640
Cc1ccc2cc(C(c3nnnn3C(C)(C)C)N3CCCC3)c(=O)[nH]c2c1C (centres undefined) | x | x | 1 | -3 | -2 | -5 | x | x | 1.1 | x
CC(=O)NC(=S)NNC(=O)COc1ccc(Br)cc1 | 1 | -8 | 1 | -4 | -77 | -54 | 6 | -2 | 1.5 | 1516
COC(=O)c1ccc(C(=O)NC(=S)Nc2ccc3nc(SC)sc3c2)cc1 | -2 | -3 | 1 | 3 | 2 | -45 | -1 | -6 | 1.5 | 1415

Next part:
SMILES | PPARg SRC3 recr | PPARg SRC-1 ag | TNAP act hi DEA | TNAP inh hiacc | TNAP inh no acc | bIAP inh | PPARg SRC-2 ag | Efa HMGR inh | bIAP activator | TR-FRET SRC-2 ct
CCN(CC)c1ccc2c(c1)C(=O)N(C)C2=O | -2 | 0 | 1 | -1 | -11 | 7 | 5 | 0 | 0.9 | 1696
Cc1ccc(N2C(=O)c3ccc(C(=O)NCCN4CCOCC4)cc3C2=O)cc1 | 16 | 0 | 1 | -4 | 7 | 3 | 4 | -7 | 1 | 1402
CC(C)Nc1nnc(SCC(=O)/C=C2\N(C)c3ccccc3C2(C)C)s1 | 0 | 3 | 1 | 1 | -5 | -13 | -2 | 2 | 1.1 | 1526
COCc1ccc(CN2CCc3c([nH]c4ccccc34)C2C(C)(C)C)o1 (centres undefined) | 3 | 5 | 1.1 | -6 | -9 | 10 | 7 | -5 | 0.9 | 1606
Cc1cc(N2C(=O)C3C4CC(c5ccccc5)C(C4)C3C2=O)no1 (centres undefined) | 0 | 8 | 1.1 | -8 | -13 | -8 | 3 | 1 | 1.1 | 1522
CSc1ccc(N/N=C(/C#N)S(=O)(=O)C(C)(C)C)cc1 | 5 | 12 | 1 | 4 | -6 | 15 | 0 | 5 | 0.9 | 1795
CCOC(=O)C1CCN(S(=O)(=O)c2c(C)n(C)c(=O)n(C)c2=O)CC1 | 7 | -3 | 1.1 | -5 | -7 | 9 | 3 | 0 | 0.9 | 1741
Nc1ccc(-n2nncc2-c2ccc(Cl)cc2)cc1 | 4 | 4 | 1 | -5 | -2 | 18 | 6 | -1 | 0.8 | 1570

Reformatted with values under each structure: entries from further up.
Each structure is followed by: PPARg SRC3 recr	PPARg SRC-1 ag	TNAP act hi DEA	TNAP inh hiacc	TNAP inh no acc	bIAP inh	PPARg SRC-2 ag	Efa HMGR inh	bIAP activator	TR-FRET SRC-2 ct
C/C(=N\NC(=O)c1ccc([N+](=O)[O-])cc1)c1cccc([N+](=O)[O-])c1
→ 3	4	1	-1	-6	4	3	-5	1	1486
Nc1ccc(-n2nncc2-c2ccc(Cl)cc2)cc1
→ 4	4	1	-5	-2	18	6	-1	0.8	1570
Cc1c(C(=O)NCCCn2ccnc2)oc2ccccc12
→ 1	8	1	-4	0	1	-4	-3	1	1640
CSc1ccc(N/N=C(/C#N)S(=O)(=O)C(C)(C)C)cc1
→ 5	12	1	4	-6	15	0	5	0.9	1795
